MCF10A rerep: DNA re-replication induction in MCF 10a cells. MCF 10A DNA re-replication, Hoechst nuclear intensity, 48 h. Potency, µM (highest dose often 46.1 µM), for the others: at the top dose activity, positive = re-replication, usual class: activators. 350,000 compounds, 2.9% hits. AID 624296; further: potency means the concentration at half of the fitted maximal effect; % of control where 0% means no effect; nearly all actives have a fitted effect of over 50% in size
IL1B secr inh: inflammasome signaling inhibition, IL-1 beta readout; 360,000 compounds, 4.7% hits; AID 743279; activity change, % at 57.5 µM; THP-1 LPS/ATP IL-1B secretion, AlphaLISA, 16 h; hits give low values; in the data active means activity change below about -50%; inconclusive means mostly about -30% to -49%; further: on the % scale 0 is the no-effect control and ±100 the full control effect
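THP-1 cells pretreated 1 hr with compounds (up to 57.5 uM final), then stimulated with LPS (250 ng/mL final) plus ATP (1.25 mM final); secreted IL-1B measured by AlphaLISA after 16 hr, decreased signal indicating inhibition.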
HT1080 IDH1KD tx: kills HT-1080 cells with IDH1 knockdown; HT-1080 IDH1 knockdown viability, ATP luminescence, 48 h; Potency, µM (top dose mostly 46.1 µM), without a hit: at the highest dose activity, negative = toxicity, usual class: cytotoxic; 360,000 compounds, 2% hits; AID 686971;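 further: potency means the concentration at half of the fitted maximal effect; 0% = DMSO wells and -100% = cell-free medium wells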
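CellTiter-Glo luminescence after 48 h compound exposure at 37 degrees C of IDH1-knockdown HT-1080 cells in 5% FBS RPMI. %Activity scaled between DMSO wells and cell-free media wells, with curves fitted and assigned curve classes.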
SW480 rereplic: DNA re-replication induction in SW480 cells; SW480 DNA re-replication, Hoechst DNA content imaging, 48 h; Potency, µM (titrated, usually from 46.1 µM), for the others: at the top dose re-replication activation, hits mostly activators; 340,000 compounds, 1.8% hits; further: potency means the concentration at half of the fitted maximal effect; % of control where 0% means no effect; nearly all actives have a fitted effect of over 55% in size
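Quantitative HTS format with DMSO vehicle controls; 48 hr drug incubation at 37 C, then 40 min Hoechst staining and scanning imager measurement at 405 nm excitation.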
KB-3-1 tox: KB-3-1 parental cell cytotoxicity; KB-3-1 viability, CellTiter-Glo ATP luminescence, 72 h; Potency, µM (highest dose often 46.1 µM), for the others: at the top dose activity change, negative = cytotoxic, usual class: cytotoxic; 400,000 compounds, 1.4% hits; further: potency means the concentration at half of the fitted maximal effect; on the % scale 0 is the no-effect control and ±100 the full control effect; nearly all actives have a fitted effect of over 60% in size
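Using CellTiter-Glo luminescence, growth of non-resistant KB-3-1 adenocarcinoma cells is assessed 72 h after pin-tool compound addition at 37 °C. Normalized responses across the concentration series yield fitted curves.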
ATXN2 expr inh: reduces ATXN2 reporter expression in HEK-293 cells | HEK-293 ATXN2-luciferase reporter, luminescence, 24 h | Potency, µM (highest dose often 57 µM), for the others: top-dose activity change, negative = inhibition, usual class: inhibitors | 360,000 compounds, 0.72% hits | AID 1745845; further: potency means the concentration at half of the fitted maximal effect; on the % scale 0 is the no-effect control and ±100 the full control effect; nearly all actives have a fitted effect of over 55% in size
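ATXN2-luciferase reporter cells (luciferase flanked by upstream and downstream ATXN2 gene portions) were treated 24 h at 37 °C with compounds at up to 57 uM. SteadyGlo luminescence gave expression; GF-AFC fluorescence gave viability.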
WRN helicase inh: blocks human WRN helicase | 360,000 compounds, 0.46% hits | WRN helicase unwinding, fluorescent forked duplex, kinetic | Potency, µM (highest dose often 114 µM), for the others: at the top dose activity change, negative = inhibition, hits mostly inhibitors | AID 651768; further: potency means the concentration at half of the fitted maximal effect; on the % scale 0 is the no-effect control and ±100 the full control effect; nearly all actives have a fitted effect of over 55% in size
Target sequence (Q14191 whole entry, looked up): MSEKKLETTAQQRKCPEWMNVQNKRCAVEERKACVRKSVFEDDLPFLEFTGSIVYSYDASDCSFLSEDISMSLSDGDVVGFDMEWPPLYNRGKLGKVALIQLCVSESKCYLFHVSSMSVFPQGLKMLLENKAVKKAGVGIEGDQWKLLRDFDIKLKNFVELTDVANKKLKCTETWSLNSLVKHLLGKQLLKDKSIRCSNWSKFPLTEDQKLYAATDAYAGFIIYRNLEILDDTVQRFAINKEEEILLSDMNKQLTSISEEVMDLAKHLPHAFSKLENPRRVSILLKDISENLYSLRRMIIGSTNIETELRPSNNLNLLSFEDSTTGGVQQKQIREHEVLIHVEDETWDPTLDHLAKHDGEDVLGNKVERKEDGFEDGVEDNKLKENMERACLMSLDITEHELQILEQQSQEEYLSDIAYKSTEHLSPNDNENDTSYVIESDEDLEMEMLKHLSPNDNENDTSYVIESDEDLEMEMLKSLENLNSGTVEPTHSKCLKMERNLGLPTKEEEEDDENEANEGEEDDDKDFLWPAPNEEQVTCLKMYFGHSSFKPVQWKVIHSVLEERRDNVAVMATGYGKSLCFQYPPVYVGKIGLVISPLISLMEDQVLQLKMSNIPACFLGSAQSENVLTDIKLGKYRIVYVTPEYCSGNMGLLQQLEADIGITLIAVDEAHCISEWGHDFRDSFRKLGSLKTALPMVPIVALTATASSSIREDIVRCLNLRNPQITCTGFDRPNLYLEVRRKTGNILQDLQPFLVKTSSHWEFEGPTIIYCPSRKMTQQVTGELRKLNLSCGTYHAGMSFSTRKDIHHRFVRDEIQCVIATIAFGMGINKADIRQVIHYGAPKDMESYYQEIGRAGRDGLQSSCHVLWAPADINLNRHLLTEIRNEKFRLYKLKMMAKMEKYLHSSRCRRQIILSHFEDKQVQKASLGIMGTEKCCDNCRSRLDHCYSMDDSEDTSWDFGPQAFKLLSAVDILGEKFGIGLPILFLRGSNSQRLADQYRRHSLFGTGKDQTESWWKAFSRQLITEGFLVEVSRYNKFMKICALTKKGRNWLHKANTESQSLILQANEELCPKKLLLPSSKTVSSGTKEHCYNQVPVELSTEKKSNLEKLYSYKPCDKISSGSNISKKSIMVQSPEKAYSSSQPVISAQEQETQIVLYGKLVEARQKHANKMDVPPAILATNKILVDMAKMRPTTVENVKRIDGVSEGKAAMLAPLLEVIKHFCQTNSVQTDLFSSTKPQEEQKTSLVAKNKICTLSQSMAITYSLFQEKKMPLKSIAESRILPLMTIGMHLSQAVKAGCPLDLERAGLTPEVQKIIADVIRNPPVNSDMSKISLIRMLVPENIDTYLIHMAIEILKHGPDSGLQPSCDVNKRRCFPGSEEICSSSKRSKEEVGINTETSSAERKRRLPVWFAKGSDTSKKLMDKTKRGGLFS
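Fluorescence dequenching readout, ex 525 nm/em 598 nm, kinetic mode: forked duplex DNA (100 nM final) with adjacent fluorophore and quencher unwound by WRN (20 nM final) with 2 mM ATP. Compound preincubation 15 min, room temperature.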
KB-V1 MDR tox: kills drug-selected multidrug resistant KB-V1 cells. KB-V1 MDR cells viability, CellTiter-Glo, 72 h. Potency, µM (doses to about 46.1 µM), inactives show at the top dose activity change, negative = cytotoxicity, hits mostly cytotoxic. 400,000 compounds, 3.4% hits; further: potency means the concentration at half of the fitted maximal effect; on the % scale 0 is the no-effect control and ±100 the full control effect; nearly all actives have a fitted effect of over 60% in size
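In this primary screen, KB-V1 cells overexpressing P-gp are incubated with library compounds (lowest to highest concentration) for 72 h at 37 degrees C before a luminescent ATP viability read.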
HT1080NT lethal: kills 2HG-producing HT-1080-NT fibrosarcoma cells; HT-1080-NT fibrosarcoma viability, CellTiter-Glo ATP luminescence, 48 h; Potency, µM (doses to about 46.1 µM), for the others: at the top dose activity, negative = less viability, most hits filed as cytotoxic; 360,000 compounds, 1.6% hits; AID 686970;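 further: NT is the 2HG producing partner of a matched IDH1 knockdown line; potency means the concentration at half of the fitted maximal effect; 0% = DMSO-treated cells and -100% = media-only wells without cells; nearly all actives have a fitted effect of over 55% in size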
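Viability of the 2HG-overproducing fibrosarcoma line after 48 hours of compound exposure at 37 degrees C was determined by luminescence with CellTiter-Glo, and concentration-effect curves were then fitted and categorized.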
* hit, by the source's call; i = inactive; ? = inconclusive; · = not tested or not shown; [ ] = dose if it differs, or a comment. Unless noted, the call rests on the fitted dose curve; in most records, active means well fitted curve in the direction sought with a large enough effect; inconclusive means small, poorly fitted or top-dose-only effect, or another doubt; inactive means no such curve, though single readings can be large; an effect the other way counts as inactive or inconclusive.

SMILES	MCF10A rerep	IL1B secr inh	HT1080 IDH1KD tx	SW480 rereplic	KB-3-1 tox	ATXN2 expr inh	WRN helicase inh	KB-V1 MDR tox	HT1080NT lethal
CN1CCCN(C(=O)C2CCCCC2)CC1	-13%	0	7%	-2%	-1%	5%	-6%	0%	-3%
CC(=O)Nc1ccc(CNc2nc(NCc3cccs3)nc3ccsc23)cc1	·	33	?	·	0%	-7%	-8%	6%	?
Cc1cccc(-c2nnc(SCC(=O)Nc3cc(C)on3)n2C)c1	6%	-1	3%	10%	0%	0%	7%	-1%	8%
Cc1cccc(N2CCN(C(=O)NC3CCCCC3)CC2C)c1 (stereo not given)	-4%	-12	15%	0%	5%	22µM*	3%	15%	0%
CCC(C)(C)NC(=O)C(c1cccnc1)N(C(=O)c1csnn1)c1ccc(C)cc1 (stereo not given)	-2%	-4	0%	-3%	-1%	-1%	2%	1%	11%
Cc1cc(NS(=O)(=O)c2ccc(NC(=O)NC(C)(C(F)(F)F)C(F)(F)F)cc2)no1	-17%	16	12%	-4%	14%	2%	4%	0%	-7%
COc1ccc(OCC(=O)N2CCC3(CC2)CC(=O)c2ccccc2O3)cc1	7%	-6	-1%	?	-4%	-8%	-4%	0%	1%
CCOC(=O)C(CC)n1cnc2c(oc3ccccc32)c1=O (stereo not given)	?	12	0%	-14%	-18%	9%	0%	0%	-1%
COc1cc2ccccc2cc1C(=O)NCCCN1CCOCC1	5%	12	8%	-153%[inhibitor]	14%	-13%	0%	8%	19%
CCOC(=O)c1cc2c(ccn2C)n1CC(=O)Nc1ccc(F)cc1	?	-25	3%	10%	1%	-2%	1%	-4%	1%
CC(=O)N1c2ccc(S(=O)(=O)NCC3CCC(C(=O)N4CC(C)CC(C)C4)CC3)cc2CC1C (stereo not given)	-9%	31	0%	-3%	-13%	·	-2%	-7%	-16%
COc1ccc(C2(O)CCN(C(=O)NC3CCCCC3)CC2)cc1	6%	9	-2%	-3%	6%	6%	-2%	2%	-6%
C=CCNc1ncnc2c1cnn2-c1ccc(OC)cc1	22%	-12	0%	2%	3%	24%	-5%	?	-12%
CC(C)c1nnc(NC(=O)CCS(=O)(=O)c2nc(-c3cccs3)cc(C(F)(F)F)n2)s1	3.7µM*	-110*	?	?	-11%	-7%	-11%	-3%	?
Cc1cc(C)c(NC(=O)COC(=O)C2CCC2)c(Cl)c1	3%	-4	15%	-2%	0%	2%	7%	17%	15%
CC1=C(C(=O)N(C)C)CC(CC(=O)NC2CCCCC2)C(=O)N1Cc1ccccc1 (stereo not given)	·	-7	-4%	·	-23%	-15%	2%	-1%	-5%
CCOc1ccc(S(=O)(=O)Nc2cccc(C(=O)N3CCN(c4ccccc4O)CC3)c2)cc1	?	-4	-13%	-7%	-21%	-15%	-8%	21µM*	1%
O=C(Cn1cc(C(=O)c2cccs2)c2ccccc21)NC1CCCCC1	1%	-9	-23%	-3%	-30%	-1%	-1%	-7%	-3%
CS(=O)(=O)N(CC(=O)Nc1ccc(Cl)c(Cl)c1)C1CCCCC1	?	0	-24%	6%	?	?	-15%	?	-18%
CC1=C(CC/C(C)=N/NC(N)=S)C(C)(C)CCC1	13µM*	-3	8.9µM*	11µM*	?	?	5%	-28%	6.3µM*
O=C(Cn1cnc2c(OCc3ccccc3)ncnc21)NCCCc1ccccc1	-1%	15	0%	0%	4%	0%	3%	24%	3%
COc1ccc(S(=O)(=O)N2CCCCC2c2cc(C(=O)N3CCOCC3)no2)cc1 (stereo not given)	·	18	0%	·	0%	-9%	-4%	0%	?
CN(CC(=O)Nc1ccc(OC(F)(F)F)cc1)C(=O)Cc1ccc2c(c1)CCC2	15%	25	-4%	4%	-3%	-7%	-3%	-12%	-15%
Cc1c(CN2CC[C@@H](N3CCN(c4ccccn4)CC3)[C@H](O)C2)[nH]c2ccc(F)cc12	?	-51*	-3%	?	-3%	-37%	1%	19%	-13%
COc1cc(OC)c(OC)cc1CNC(=O)c1cc(=O)c2ccccc2o1	7%	64	13%	1%	4%	-2%	-2%	?	5%
CN(CC(=O)Nc1ccccc1Br)C(=O)c1cccnc1Nc1cccc(C(F)(F)F)c1	18%	-25	?	?	-12%	-35%	?	?	?
COc1ccc(-c2c(C#N)c(N)n(N)c(=O)c2C#N)cc1Cl	0%	-13	-3%	4%	?	-14%	-4%	3%	-12%
CC(C)Oc1ccc(C(=O)NN2C(=O)NC3(CCCCC3)C2=O)cc1	8%	5	1%	-5%	·	1%	-12%	·	-4%
CCOC(=O)c1ccccc1NC(=O)COC(=O)c1cc([N+](=O)[O-])ccc1N1CCOCC1	9%	?	-15%	-1%	2%	-11%	-14%	?	-6%
CC1CCN(CCCCOc2ccc(C(C)(C)C)cc2)CC1	-2%	?	-25%	?	?	-19%	1%	13%	-24%

As a short view, three of the compounds above:
SMILES	MCF10A rerep	IL1B secr inh	HT1080 IDH1KD tx	SW480 rereplic	KB-3-1 tox	ATXN2 expr inh	WRN helicase inh	KB-V1 MDR tox	HT1080NT lethal
CC(C)Oc1ccc(C(=O)NN2C(=O)NC3(CCCCC3)C2=O)cc1	8%	5	1%	-5%	·	1%	-12%	·	-4%
CCOC(=O)c1ccccc1NC(=O)COC(=O)c1cc([N+](=O)[O-])ccc1N1CCOCC1	9%	?	-15%	-1%	2%	-11%	-14%	?	-6%
CC1CCN(CCCCOc2ccc(C(C)(C)C)cc2)CC1	-2%	?	-25%	?	?	-19%	1%	13%	-24%

Later entries.
SMILES	MCF10A rerep	IL1B secr inh	HT1080 IDH1KD tx	SW480 rereplic	KB-3-1 tox	ATXN2 expr inh	WRN helicase inh	KB-V1 MDR tox	HT1080NT lethal
CC(C)c1ccc(NC(=O)C2Cc3c(-c4ccc5c(c4)OCO5)ccnc3O2)cc1 (stereo not given)	·	-58*	?	·	0%	7%	-6%	-2%	?
CCCCn1cnc2c(SCc3ccccc3F)nc(N)nc21	3%	?	-5%	1%	·	39%	-12%	·	18%
COc1ccc(C(CNC(=O)c2cc(C)oc2C)N2CCOCC2)cc1 (stereo not given)	3%	-4	-5%	8%	-14%	7%	-2%	0%	-5%
COc1ccccc1Nc1nnc(SCC(=O)N2CCCC2=O)s1	-4%	12	-15%	-6%	-4%	3%	-1%	-5%	-7%
CN(C)c1nc(F)c(F)c(S(=O)(=O)c2ccccc2)c1F	-2%	-3	-9%	-7%	10%	27%	-6%	6%	-8%
O=C(Nc1cccc(N=Cc2cc(Br)cc(Br)c2O)c1)c1ccco1	?	40	-11%	-1%	-2%	-19%	?	-25%	-2%
Cc1nc(N2CCOCC2)nc(OCCN(C)C)c1[N+](=O)[O-]	2%	-2	-6%	3%	-2%	·	3%	-16%	0%
COc1ccccc1NC(=O)CCc1nc(-c2cccs2)no1	6%	12	18%	-3%	9%	5%	-9%	11%	7%
Cc1cccc(C)c1NC(=S)N(CCN(C)C)C(C)c1cccnc1 (stereo not given)	1%	-14	1%	-1%	-3%	-9%	-9%	-23%	-4%
COc1cc(OC)cc(C(=O)NCC(=O)OCc2ccc(Cl)c(Cl)c2)c1	9%	33	2%	-15%	-5%	7%	-11%	?	-8%[9.24 µM]
CC1(C)OC(=O)C(=CNc2ccccn2)C(=O)O1	-11%	·	14%	1%	8%	5%	8%	2%	14%
CCOC(=O)CC1C(=O)NCCN1S(=O)(=O)c1cc(Cl)c(Cl)cc1Cl (stereo not given)	?	12	-1%	-4%	-5%	4%	3%	?	1%
COc1ccc(-c2cn3cccnc3n2)cc1NC(=O)C1CCCC1	5%	-7	?	-7%	12%	15%	0%	7%	4%
c1ccc(-c2ccc3c(c2)NC(C2Nc4cc(-c5ccccc5)ccc4O2)O3)cc1 (stereo not given)	-6%	-8	-5%	?	-1%	·	-9%	-11%	-1%
CCOC(=O)N(C)c1c(CC)nc2c(OCc3ccc(Cl)cc3Cl)cccn12	·	0	?	·	-3%	?	2%	-27%	?
CCOC(=O)NNC(=O)CCn1c2c(c3ccccc31)CCCC2	2%	?	4%	4%	5%	·	0%	-5%	12%
Cc1ccc(S(=O)(=O)N2CCOCC2)cc1C(=O)OCCOc1cccc(Cl)c1	9%	-2	-12%	4%	23%	-14%	-8%	?	-5%
CCCCn1c(N)c(N(CC(C)C)C(=O)c2cc(C)oc2C)c(=O)[nH]c1=O	3%	i	-16%	-31%[inhibitor]	?	-12%	-15%	?	-9%

Fetched by compound from the list above (six):
SMILES	MCF10A rerep	IL1B secr inh	HT1080 IDH1KD tx	SW480 rereplic	KB-3-1 tox	ATXN2 expr inh	WRN helicase inh	KB-V1 MDR tox	HT1080NT lethal
CC1CCN(CCCCOc2ccc(C(C)(C)C)cc2)CC1	-2%	?	-25%	?	?	-19%	1%	13%	-24%
COc1cc2ccccc2cc1C(=O)NCCCN1CCOCC1	5%	12	8%	-153%[inhibitor]	14%	-13%	0%	8%	19%
CC1=C(C(=O)N(C)C)CC(CC(=O)NC2CCCCC2)C(=O)N1Cc1ccccc1 (stereo not given)	·	-7	-4%	·	-23%	-15%	2%	-1%	-5%
CS(=O)(=O)N(CC(=O)Nc1ccc(Cl)c(Cl)c1)C1CCCCC1	?	0	-24%	6%	?	?	-15%	?	-18%
COc1ccccc1NC(=O)CCc1nc(-c2cccs2)no1	6%	12	18%	-3%	9%	5%	-9%	11%	7%
CCOC(=O)N(C)c1c(CC)nc2c(OCc3ccc(Cl)cc3Cl)cccn12	·	0	?	·	-3%	?	2%	-27%	?

Assay outcomes (PubChem)
